Compound activity: PubChem BioAssay, Small Molecule Screening Facility, UW Madison
PriA SSB inh – K. pneumoniae PriA-SSBct interaction inhibition | AlphaScreen SSBct-PriA binding, biotinylated peptide | inhibition, % at 33 µM | hit rate 0.6% among 430,000; in the data active means inhibition mostly above about 37%, no sharp cut-off; inactive means mostly below about 20%;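 further: plate controls were negative control peptide for no effect and reference peptide for full effect; strong numbers were not always called active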
* marks the source's active call; other numbers are inactive results. A portion of the library; rates above refer to the full screens.

Sample of the layout:
smiles	PriA SSB inh
CCOc1nc(C)c(NC(=O)Nc2ccc(C)cc2Cl)c(C)n1	-5.0
CC(C)(C)c1ccc(S(=O)(=O)c2n[nH]nc2Nc2ccc(F)cc2)cc1	4.0

The whole of this part, repeating the preview:
smiles	PriA SSB inh
CCOc1nc(C)c(NC(=O)Nc2ccc(C)cc2Cl)c(C)n1	-5.0
CC(C)(C)c1ccc(S(=O)(=O)c2n[nH]nc2Nc2ccc(F)cc2)cc1	4.0
O=C(CSc1ccc(F)cc1)NCCCn1cccc1	-12.0
CC(C)CCn1c(=O)oc2ccccc21	2.0
Cc1cc(NC(=O)Cn2nc3n(c(=O)c2=O)CCN3c2ccc(F)cc2)no1	-1.0
O=C(Nc1c(F)cccc1F)N1CCC(Oc2cnccn2)CC1	-5.0
O=C(NN=Cc1ccc(Br)o1)c1cncc(Br)c1	3.0
O=C(CNS(=O)(=O)c1ccccc1)N1CCOC(c2ccccc2)C1 (stereo unspecified)	-9.0
COC(=O)c1ccsc1NC(=O)C[C@@H]1Nc2cc(C)c(C)cc2NC1=O	-6.0
CCCC(=O)Nc1ccc(C(=O)NCCNC(=O)c2ccco2)cc1	-10.0
O=C(NCc1cccnc1)c1ccc(S(=O)(=O)N2CCCC2)cc1	-13.0
Cc1cc(=O)[nH]c(NN=CC2=C(N3CCOCC3)/C(=C\c3ccc(Cl)cc3)CC2)n1	2.0
COCCNc1nc(Nc2ccc(C)c(Cl)c2)c2cnn(C)c2n1	-14.0
CCOC(=O)/C(C#N)=C/c1ccc(-c2cccc(C(F)(F)F)c2)o1	-19.0
Cc1onc(-c2ccccc2Cl)c1C(=O)NCc1ccc(C(O)c2ccco2)s1 (stereo unspecified)	-22.0
NC(=O)C1CCN(C(=O)c2n[nH]c3ccccc23)CC1	-9.0
O=C(O)c1cnc2ccccn2c1=O	-6.0
Cc1cc(N2CCN(c3ccc(Cl)cc3)CC2)n2c(nc3ccccc32)c1C#N	-7.0
CCOc1c(C)cnc2c1c(=O)n(CC(=O)NCc1ccc3c(c1)OCO3)c(=O)n2C	-3.0
CCn1ccc(C(=O)Nc2nc(-c3ccccn3)cs2)n1	95.0*
COc1ccc(C=NNC(=O)COc2ccc(Cl)cc2Cl)cc1Cn1nc(C)cc1C	-3.7
COc1ccc(C)c2sc(N(Cc3ccccn3)C(=O)c3ccccc3SC)nc12	-2.0
COC(=O)c1sc(NC(=O)CSc2ncnc3sc(C)c(C)c23)c(C(=O)OC)c1C	-14.0
COc1ccc(C)c2sc(N(Cc3ccccc3)C(=O)c3ccn(C)n3)nc12	6.0
Cc1cc(CNS(=O)(=O)c2c(C)c(C)cc(C)c2C)c(C)o1	9.0
Cc1ccc(-n2c(C)cc(C([O-])=C(C(=S)Nc3ccc(F)c(Cl)c3)[n+]3ccccc3)c2C)cc1	12.0
Cc1ccc(C=NNC(=O)CNC(=O)c2ccc(C)c([N+](=O)[O-])c2)o1	-7.2
Cc1cc(NN)n2nc(C(F)(F)F)nc2n1	-4.0
O=C(Cc1ccsc1)Nc1ccccc1-c1cn2ccsc2n1	-8.0
O=C(Cc1cc(-c2ccc(F)cc2)on1)NCc1ccco1	7.0
COc1ccc(-c2cccc(NC(=O)c3ccc(C)c([N+](=O)[O-])c3)c2)nn1	8.0
CC(=O)Nc1cccc(NC(=O)C2CCN(c3ccc(-c4ccccc4C)nn3)CC2)c1	7.0
N#C/C(=C/c1ccc([N+](=O)[O-])cc1)C(=O)Nc1ccccc1I	3.0
CC(=O)c1ccc(C(=O)N(CCCN(C)C)c2nc3cc(C)cc(C)c3s2)cc1	-4.0
COc1ccc(S(=O)(=O)c2ccc(=O)n(CC(=O)Nc3cc(C)cc(C)c3)n2)cc1	0.0
CC(CC(=O)NCCCN1CCOCC1)=NNC(=O)COc1ccc(Cl)cc1	0.1
O=C1CCCN1Cc1cn(C2CN(C(=O)CCS(=O)(=O)c3ccccc3)C2)nn1	-8.0
NC(=O)c1oc2ccccc2c1NC(=O)C(=O)NCCc1ccc(S(N)(=O)=O)cc1	17.0
O=C(Nc1nc2c(s1)CN(C(=O)c1cc(-c3ccccc3)on1)CC2)c1ccoc1	-4.0
COc1cccc(C=NNc2nc(N3CCCC3)nc(N3CCCC3)n2)c1O	-4.2
Cc1cc(C(=O)N2CCC(Cc3n[nH]c(=O)n3-c3ccccc3F)CC2)c(C)o1	-2.0
Cc1n[nH]c(=O)nc1NN=Cc1ccc(O)c([N+](=O)[O-])c1	-14.8
O=C(NCC1CCN(Cc2cccs2)CC1)c1cccc(C(F)(F)F)c1	-19.0
CCOC(=O)c1ccc[n+](CCON2C(=O)c3ccccc3C2=O)c1	-1.0
CSc1ccc([C@@H](O)CNC(=O)CCSc2ccccc2)cc1	7.0
COc1ccc(C(=O)NN=C2SCC(=O)N2Cc2ccc3c(c2)OCO3)c(OC)c1	-18.1
O=C(NCc1ccccc1)c1cc(-c2ccc3c(c2)OCCO3)on1	0.0
CCOC(=O)C1CCCN(C(=O)c2nnn3cc(C)[nH]c(=O)c23)C1 (stereo unspecified)	-28.0
COc1cccc2c1OCC(=O)N(c1cccc(C)c1C)C2	-13.0
Cc1cccc(NC(=S)NN=Cc2cccc(O)c2)c1C	11.5
Cc1sc(NC(=O)c2ccc(S(=O)(=O)N(C)C3CCCCC3)cc2)c(C#N)c1C	-9.0
COc1ccc(-c2cc(=O)n(CC(=O)NC3CC3)cn2)cc1	-1.0
Cc1ccc(S(=O)(=O)N2CCN(CC(O)C3CC3)CC2)s1 (stereo unspecified)	3.0
O=C(NCC1CCN(C(=O)c2ccccc2F)CC1)c1cc(Br)cs1	-8.0
Cc1ccc(S(=O)(=O)Nc2cc(Cl)c(O)c(NS(=O)(=O)c3ccc(C)cc3)c2)cc1	1.0
Cc1cccc2sc(OC3CCN(C(=O)CSCc4ccccc4)CC3)nc12	-24.0
Cc1noc(C)c1S(=O)(=O)NCC(c1cccn1C)N(C)C (stereo unspecified)	0.0
O=C(NCCNc1ccc(-n2cccc2)nn1)c1cccs1	24.0
CC(C)(C)NC(=O)N1CC(Oc2nc3c(Cl)cccc3s2)C1	-4.0
CN1CCc2cc(C(CNC(=O)C(=O)Nc3ccc(OC(F)(F)F)cc3)N(C)C)ccc21 (stereo unspecified)	-11.0

3 compounds drawn at random from the list so far:
smiles	PriA SSB inh
CC(=O)c1ccc(C(=O)N(CCCN(C)C)c2nc3cc(C)cc(C)c3s2)cc1	-4.0
O=C(Cc1cc(-c2ccc(F)cc2)on1)NCc1ccco1	7.0
CC(C)(C)c1ccc(S(=O)(=O)c2n[nH]nc2Nc2ccc(F)cc2)cc1	4.0

Continuation.
smiles	PriA SSB inh
N#Cc1ccccc1NC(=O)CCCS(=O)(=O)c1ccc(F)cc1	-19.0
CCCCCCn1cnc2c(c1=O)c1nc3ccccc3nc1n2N=Cc1ccco1	-13.0
O=C(NCC1(Sc2ccccc2)CCOCC1)Nc1ccccc1	7.0
Cc1ccc(C)c(-c2nnc(NC(=O)c3ccc(S(=O)(=O)N4CCc5ccccc54)cc3)o2)c1	0.0
COc1ccc(-n2nnnc2CNC(=O)CC(c2ccccc2)c2ccccc2)cc1	-1.0
O=C(/C=C/c1ccco1)Nc1ccc(S(=O)(=O)N2CCCCC2)cc1	-13.0
O=C(NCC(c1ccsc1)N1CCOCC1)c1cc(C2CC2)on1 (stereo unspecified)	-15.0
COc1cc(-c2noc(CN3C(=O)COc4cc(Cl)ccc43)n2)cc(OC)c1OC	-6.0
CC(C)(C)C(=O)NC(NC(=S)Nc1cccc2cccnc12)C(Cl)(Cl)Cl (stereo unspecified)	14.7
COc1cc(OC)c(NC(=O)Cn2cnc3c(sc4cccc(F)c43)c2=O)cc1Cl	-5.0
Cc1noc(C)c1CC(=O)Nc1cc(N2CCC(C)CC2)ncn1	-4.0
O=C(c1ncccn1)N1CCC(n2c(=O)[nH]c3ccc(F)cc3c2=O)CC1	2.0
O=S(=O)(c1ccc(Cl)s1)N1CCN(c2nc3c(F)cccc3s2)CC1	-4.0
CCCOc1ccc(C(O)=C2C(=O)C(=O)N(CCN(C)C)C2c2ccc(O)c(OC)c2)cc1 (stereo unspecified)	-7.1
Cc1cc(C(=O)N2CC[C@H](Oc3ccc(N(C)C)nn3)C2)c(C)o1	-6.0
COc1ccc(S(=O)(=O)N2CCN(c3ncnc4c3nnn4-c3cccc(F)c3)CC2)cc1C	1.0
O=C(Nc1nc2c(F)cccc2s1)c1cccs1	-14.0
COc1cc(C=NNC(=O)c2cccc(NC(=O)c3ccccc3Cl)c2)ccc1O	6.9
COc1cc(C=NNC(=S)NC2CC3CC2C2C=CCC32)ccc1O (stereo unspecified)	-6.2
Cc1ccccc1Nc1nc(-c2ccc3ccccc3c2)cs1	-7.0
O=C(COCc1ccccc1)NCC1(O)Cc2ccccc2C1	-3.0
O=C(CN1CCN(S(=O)(=O)c2ccc(Br)cc2)CC1)NN=Cc1cc([N+](=O)[O-])ccc1Cl	1.9
Cc1nnsc1C(=O)N1CC(Oc2nccs2)C1	-8.0
Cc1ccc(C(N)=NOC(=O)c2ccc3c(c2)OCO3)cc1	-14.5
O=C(C1COc2ccccc2O1)N(Cc1ccccn1)c1nc2c(F)cc(F)cc2s1 (stereo unspecified)	-2.0
COc1ccccc1C=NNC(=S)Nc1cccnc1	0.1
CCNc1nc(NCC)n2c(SCC(=O)c3ccc([N+](=O)[O-])cc3)nnc2n1	-3.0
Cc1cc2ncc(CCCNC(=O)CCSc3ccccc3)cn2n1	-27.0
COc1ccc(C)cc1NC(=O)NCCn1cnc(C)c(C)c1=O	-2.0
Cc1cc(C)c2sc(N(CCN3CCOCC3)C(=O)c3ccccc3Br)nc2c1	10.0
Cc1ccccc1OCC(=O)NCCN1CCN(c2ccc(Cl)cc2)CC1	7.0
O=C1N=C(N2CCCCC2)S/C1=C/c1cccc([N+](=O)[O-])c1	-16.0
COC(=O)c1ccc(NC(=O)CSc2ccc(NC(=O)c3ccco3)nn2)cc1	-7.0
N#C/C(=C/c1ccc(F)cc1)c1nc(-c2cc3cc(Br)ccc3oc2=O)cs1	-10.0
CC(C)NC(=O)NNC(=O)c1cccn(Cc2cccc(F)c2)c1=O	-1.0
Cc1cccc(N2CCN(S(=O)(=O)CCNC(=O)c3cnccn3)CC2)c1	-3.0
O=C(CNC(=O)c1ccccc1O)NN=Cc1cc(Br)ccc1OC(=O)/C=C/c1ccco1	4.1
Cn1/c(=N/NC(=O)c2cc(Cl)sc2Cl)sc2ccccc21	6.0
C=CCN1C(=O)C(C)(C)COc2cc(NS(=O)(=O)c3ccccc3F)ccc21	4.0
COc1cccc(C2C(=C(O)c3ccc4c(c3)CC(C)O4)C(=O)C(=O)N2CCCn2ccnc2)c1 (stereo unspecified)	-7.6
Cc1ccc(CC(=O)N(CCN(C)C)c2nc3ccc(S(C)(=O)=O)cc3s2)c(C)c1	16.0
O=C1CCCN1Cc1cn(C2CN(C(=O)c3ccc(-c4cccs4)cc3)C2)nn1	-15.0
CCOC(=O)c1c(SCc2cccc([N+](=O)[O-])c2)nc(=O)[nH]c1C	6.0
Cc1ccc(C)c2sc(N3CCN(C(=O)[C@@H]4CCCCN4S(C)(=O)=O)CC3)nc12	-5.0
CN(C)CCN(C(=O)c1ccco1)c1nc2c(F)cc(F)cc2s1	-3.0
O=C(Cc1cc(=O)[nH]c(=S)[nH]1)NCc1ccccc1	30.0
Cn1ccnc1SCC1CCN(S(=O)(=O)C2CC2)CC1	-22.0
Cc1ccccc1-c1csc2c(=O)n(Cc3ccccn3)cnc12	-4.0
Fc1cccc(F)c1C=NN1CCOCC1	1.4
O=C(NCC1(c2cccs2)CCCC1)C(=O)Nc1ccon1	-17.0
Cc1ccc2nc(NC(=O)CSc3ccc(-c4cccnc4)nn3)sc2c1	-3.0
S=c1[nH]ncn1N=Cc1ccccc1	-5.5
CCOc1ccc(OCCNC(=O)c2cc(Cl)ccc2Cl)cc1	-19.0
CCOC(=O)N1CCN(S(=O)(=O)c2ccc(C(=O)Nc3ccc(S(=O)(=O)Nc4nnc(CC)s4)cc3)cc2)CC1	-12.0
CCN1C(=O)C(C)(C)COc2ccc(NS(=O)(=O)c3c(C)cc(C)cc3C)cc21	4.0
CC1(C)C2CCC1(CS(=O)(=O)NCC(O)(c1ccccc1)C1CC1)C(=O)C2 (stereo unspecified)	-2.0
CSC1CC2CCC(C1)N2C(=O)Cc1ccc(NC(C)=O)cc1 (stereo unspecified)	-11.0
COc1ccc(C(O)=C2C(=O)C(=O)N(c3cc(C)on3)C2c2ccccc2OC)cc1 (stereo unspecified)	-1.8
CCCCCC(=O)N=C1SC2CS(=O)(=O)CC2N1c1ccc(Br)c(C)c1 (stereo unspecified)	5.0
CCN1C(=O)c2cccc3c(NC(=O)CN4C(=O)c5ccccc5C4=O)ccc1c23	0.0

Next entries follow:
smiles	PriA SSB inh
O=C(CSc1nccn1-c1cccc(C(=O)NCc2cccs2)c1)NCc1ccc(F)cc1	-29.0
Cc1ccccc1C(=O)Nc1nc(-c2ccccc2)ns1	-12.0
COc1cccc(COc2coc(C(=O)NCc3c(F)cccc3F)cc2=O)c1	-27.0
CCN1CCC2(CC1)N=C(SCC(=O)Nc1ccc(F)cc1F)C(c1ccc(F)cc1)=N2	-10.0
Cn1ccc(C(=O)N(CCN2CCOCC2)c2nc3c(F)cc(F)cc3s2)n1	4.0
CCOc1ccc(OCCNC(=O)c2ccc([N+](=O)[O-])c(C)c2)cc1	15.0
Cn1ccnc1SCc1cc(=O)c(OC(=O)c2cc([N+](=O)[O-])ccc2Cl)co1	2.0
